Mtb RmlCD inh: blocks M. tuberculosis RmlC and RmlD coupled enzymes; P9WH09+P9WH11; RmlC+RmlD coupled enzyme assay, percent inhibition; primary screen in compound mixtures; inhibition, % at 3.6 µM; 0.03% of 160,000 active; AID 1533; in the data active = inhibition mostly above about 34%, no sharp cut-off; inconclusive = no clear call, values can overlap the other calls; inactive = mostly below about 22%; also: some results filed as inactive read as strong as hits
Target sequence (P9WH09 whole entry, looked up): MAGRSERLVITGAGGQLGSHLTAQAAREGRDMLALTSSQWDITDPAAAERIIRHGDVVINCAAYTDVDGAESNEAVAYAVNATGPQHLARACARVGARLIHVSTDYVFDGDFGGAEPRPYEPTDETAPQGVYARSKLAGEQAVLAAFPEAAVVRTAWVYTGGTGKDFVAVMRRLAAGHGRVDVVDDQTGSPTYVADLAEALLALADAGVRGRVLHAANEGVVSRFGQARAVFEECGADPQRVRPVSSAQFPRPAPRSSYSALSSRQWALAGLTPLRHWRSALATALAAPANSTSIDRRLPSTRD
Target sequence (P9WH11 whole entry, looked up): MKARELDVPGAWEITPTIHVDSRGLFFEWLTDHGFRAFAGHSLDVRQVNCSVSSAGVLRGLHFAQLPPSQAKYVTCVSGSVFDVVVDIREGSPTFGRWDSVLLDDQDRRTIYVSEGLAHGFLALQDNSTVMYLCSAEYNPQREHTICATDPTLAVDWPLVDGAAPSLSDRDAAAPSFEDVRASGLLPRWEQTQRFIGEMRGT
GlmU inhibition: inhibition of mycobacterial GlmU enzyme – biochemical, glucosamine-1-phosphate acetyltransferase (AID 1376); 0.25% of 220,000 active; one-dose inhibition, %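 (tested at 30 µM in the primary screen)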; IC50 in µM for titrated hits; M. tuberculosis GlmU acetyltransferase enzyme assay; higher % means a stronger effect; in the data active = inhibition above about 13%; inconclusive = no clear call, values can overlap the other calls;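 also: 0% = complete reaction with vehicle and 100% = reaction without substrate; strong numbers were not always called active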
* hit, by the source's call; ? = inconclusive; . = not tested or not shown. These rows are one share of the data (hit frequency here may not be typical).

A first look:
SMILES	Mtb RmlCD inh	GlmU inhibition
COC[C@]12CN(C)C3C4[C@H](OC)[C@H]1C3([C@@H](OC)C[C@H]2O)[C@@H]1C[C@@]2(O)[C@H](OC(=O)c3ccccc3)[C@@H]1[C@]4(OC(C)=O)[C@@H](O)[C@@H]2OC	.	2.5%
COc1ccc(OC)c(-c2cc(C(=O)NCc3ccco3)no2)c1	12	0.4%
Cc1ccc(SCC(=O)NCCSC(C)(C)C)cc1	0	3.5%
Nc1cc(=O)[nH]c(SCC(=O)Nc2cc(S(=O)(=O)N3CCOCC3)ccc2Cl)n1	-57	-3.1%

The whole of this part, previewed entries included:
SMILES	Mtb RmlCD inh	GlmU inhibition
COC[C@]12CN(C)C3C4[C@H](OC)[C@H]1C3([C@@H](OC)C[C@H]2O)[C@@H]1C[C@@]2(O)[C@H](OC(=O)c3ccccc3)[C@@H]1[C@]4(OC(C)=O)[C@@H](O)[C@@H]2OC	.	2.5%
COc1ccc(OC)c(-c2cc(C(=O)NCc3ccco3)no2)c1	12	0.4%
Cc1ccc(SCC(=O)NCCSC(C)(C)C)cc1	0	3.5%
Nc1cc(=O)[nH]c(SCC(=O)Nc2cc(S(=O)(=O)N3CCOCC3)ccc2Cl)n1	-57	-3.1%
O=C(CNC1CCCCC1)Nc1cc(S(=O)(=O)N2CCOCC2)ccc1Cl	0	-3.9%
COc1ccc(NC(=S)N(Cc2ccc(N(C)C)cc2)Cc2ccco2)cc1	30	1.2%
COc1ccccc1CNC(=O)CSc1nn2c(=O)c(C(C)(C)C)nnc2s1	3	-1.5%
CCc1ccccc1-n1c(SCC(=O)N2CCCC2)nc2[nH]ncc2c1=O	-7	-0.8%
Cc1cc(OCc2nn[nH]n2)c2c(C)c(CC(=O)O)c(=O)oc2c1	.	0.6%
Cc1cc(Oc2ccc(-c3nnc(-c4ccccc4)o3)cc2[N+](=O)[O-])ccc1Cl	.	-4.0%
COc1ccc(Cc2nnc(Nc3ccc(Cl)cc3)[nH]c2=O)cc1	-1	-2.4%
Cc1cc(C)c2oc(C(=O)N(Cc3ccccc3)c3ccccn3)cc(=O)c2c1	.	2.5%
NC1C2CN3CCN(C2)CC1(c1ccccc1)C3 (stereo not drawn)	.	-4.2%
CCNC(=S)NN=C1CCC(C(C)(C)C)CC1 (stereo not drawn)	8	.
CN1C=CC=C/C1=C1\SC(=S)N(C2CCCCC2)C1=O	0	6.5%
COCCNC(=O)C(c1ccc(Cl)cc1)N(C(=O)Cn1nnc2ccccc21)c1cccnc1 (stereo not drawn)	-8	3.9%
Cc1ccc(NC(=O)C2OCCc3ccccc32)cc1 (stereo not drawn)	4	-6.4%
O=C1COc2ccc(C(=O)COC(=O)CCSc3ccccc3)cc2N1	4	-5.7%
O=C(O)CCCC(=O)Nc1ccccc1-n1ccnc1	.	2.4%
COc1ccc(CNC(=O)CSc2nnnn2-c2ccc(O)cc2)cc1	.	4.5%
Cc1ccc(CNC(=O)c2ccccc2CCc2ccccc2)cc1	-4	5.7%
O=P(CCN1CCCCC1)(c1ccccc1)c1ccccc1	-5	5.4%
CC1CCN(c2ccc([N+](=O)[O-])c(SCCO)c2)CC1	-8	1.1%
O=C(Nc1nc(-c2nc3ccccc3s2)cs1)C1COc2ccccc2O1 (stereo not drawn)	3	6.0%
Cc1nnc(SCC(=O)NN2C(=O)NC3(CCCCC3)C2=O)s1	-6	-3.6%
Oc1ccccc1OCc1nc2ccccc2s1	-5	-1.8%
N#Cc1ccc(Oc2ccc(/C=N/O)cn2)cc1	1	4.0%
C=CCN1C(=O)/C(=C/c2ccc(OC)cc2)S/C1=N/c1nccs1	14	5.8%
CCS(=O)(=O)c1ccc(O)c(NC(=O)Nc2ccc(C(C)(C)C)cc2)c1	-3	3.8%
COc1ccc(C)cc1S(=O)(=O)N(CC(=O)Nc1cccc([N+](=O)[O-])c1)c1cc(C)cc(C)c1	.	2.7%
COC(=O)c1ccc(NC(=O)C(=O)N2CCN(C(=S)Nc3cccc(OC)c3)CC2)cc1	-10	2.9%
C=CCn1c(SCCC)nc(O)cc1=O	8	2.5%
CCc1ccc(NC(=O)CSc2nnc(Cc3cccn3C)n2-c2ccc(F)cc2)cc1	6	1.4%
O=C1NC(=O)N(Cc2ccccc2Cl)C(=O)/C1=C/c1cccs1	9	1.7%
COc1ccnc(Oc2ccc(C)cc2C)c1C#N	-3	3.9%
CCC(=NCCN1CCOCC1)c1c(O)n(C2CCCCC2)c(=O)[nH]c1=O	4	-1.1%
Nc1ccc(Nc2ccccc2N)cc1	-9	-6.0%
O=C(c1ccccc1-c1nc(-c2ccc(Cl)cc2)no1)N1CCCC1	11	-5.7%
NC(=O)C1CCN(C(=O)CN2C(=O)c3ccccc3S2(=O)=O)CC1	27	3.6%
COCCCNC(=O)COc1ccc(-c2nccc(-c3ccccn3)n2)cc1	5	1.0%
CCCCNC(=O)c1ccc2nc(-c3ccco3)c(-c3ccco3)nc2c1	-3	0.5%
COc1ccc(C(=O)Nc2ccccc2C(=O)N/N=C/c2ccco2)cc1	7	1.7%
C=CCn1c(-c2ccoc2C)n[nH]c1=S	.	0.4%
c1cncc(CNC2CCCc3ccccc32)c1 (stereo not drawn)	8	0.5%
COc1ccc(Cl)cc1-n1c(C)cc(C(=O)O)c1C	11	9.2%
Cc1ccc(/C=N/Nc2nc(Cl)c(Cl)cc2Cl)s1	11	0.3%
CCn1c(SCC(=O)N2CCc3ccccc32)nnc1-c1c[nH]c2ccccc12	-5	6.9%
CCOC(=O)C1(Cc2ccccc2Cl)CCN(Cc2csc(C(C)=O)c2)CC1	0	4.8%
Cc1ccc(NC(=O)N(Cc2ccc3c(c2)OCO3)Cc2cc3cc4c(cc3[nH]c2=O)OCCO4)cc1	5	5.4%
CCOc1ccc(CNC(=O)C2CCC(=O)N2C2CCCC2)cc1OC (stereo not drawn)	45	-0.1%

Some of the entries so far, as labelled records.
Molecule: COc1ccc(C(=O)Nc2ccccc2C(=O)N/N=C/c2ccco2)cc1
  Mtb RmlCD inh = 7
  GlmU inhibition = 1.7%
Molecule: C=CCn1c(-c2ccoc2C)n[nH]c1=S
  Mtb RmlCD inh = .
  GlmU inhibition = 0.4%

Six compounds drawn at random from those above, as already listed:
SMILES	Mtb RmlCD inh	GlmU inhibition
CCOc1ccc(CNC(=O)C2CCC(=O)N2C2CCCC2)cc1OC (stereo not drawn)	45	-0.1%
CCn1c(SCC(=O)N2CCc3ccccc32)nnc1-c1c[nH]c2ccccc12	-5	6.9%
Cc1ccc(NC(=O)N(Cc2ccc3c(c2)OCO3)Cc2cc3cc4c(cc3[nH]c2=O)OCCO4)cc1	5	5.4%
C=CCn1c(-c2ccoc2C)n[nH]c1=S	.	0.4%
CCOC(=O)C1(Cc2ccccc2Cl)CCN(Cc2csc(C(C)=O)c2)CC1	0	4.8%
CCCCNC(=O)c1ccc2nc(-c3ccco3)c(-c3ccco3)nc2c1	-3	0.5%

(further entries)
SMILES	Mtb RmlCD inh	GlmU inhibition
O=C(CCn1nnc2ccccc21)N/N=C\Cc1ccccc1	8	5.0%
CCC(C)[C@H](NC(=O)NCc1ccc(Cl)cc1)C(=O)O (stereo partly drawn)	-4	7.2%
CCOc1ccc2oc(-c3ccccc3)c(C(=O)O)c2c1	20	4.2%
Cc1cc(Br)ccc1OCCN1CC(C)OC(C)C1 (stereo not drawn)	9	2.1%
CCN(CC)CCN1C(=O)c2cccc3cc(N)cc(c23)C1=O	2	-6.5%
CC1CC(C)CN(S(=O)(=O)c2cccc3cccnc23)C1 (stereo not drawn)	11	1.7%
O=C(CCc1ccccc1)NNC(=O)c1ccccc1F	.	2.1%
CCc1nc2ccccc2c(=O)n1NC(=O)c1c(O)c2cccc3c2n(c1=O)CCC3	12	1.1%
O=c1c2cnn(-c3ccccc3)c2ncn1Cc1cccnc1	-4	0.2%
OC(CNC1CCCCCCC1)c1ccccc1 (stereo not drawn)	6	-2.7%
CCC(C)NCCOCCOc1cc(C)c(Cl)c(C)c1 (stereo not drawn)	-9	-6.3%
CC1Cc2ccccc2N1C(=O)NC1CC(=O)N(c2ccc3c(c2)OCCO3)C1 (stereo not drawn)	3	1.3%
Cc1cccc(Cc2c(C)nc3c(C(=O)N4CCN(Cc5ccc6c(c5)OCO6)CC4)cnn3c2C)c1	6	6.6%
Cn1c(=O)c2c(ncn2CC(=O)Nc2nc(-c3ccc(F)c(F)c3)cs2)n(C)c1=O	-19	0.3%
CCC(=O)Nc1nnc(CSCc2ccc(F)cc2)s1	-3	-3.4%
Cn1c(SCC(=O)N2CCCCCC2)nc2c([nH]c3ccccc32)c1=O	5	4.4%
COc1cc(/C=C2/C(=O)NC(=O)N(c3ccc(C)cc3)C2=O)cc(OC)c1OC	10	4.1%
Cc1nc(COC(=O)c2cc(O)c3ccccc3c2O)cs1	2	-3.4%
CC(C)(C)NC(=O)c1ccncc1	5	-3.8%
CCOc1cc2c3c(c1)C1(C(=O)N3C(C)(C)C=C2C)C(C#N)=C(N)Oc2cc(O)ccc21 (stereo not drawn)	6	4.8%
Cc1cc(-c2nnc(SCC(=O)Nc3ccccc3)n2C)no1	18	-2.9%
COc1cc(O)cc2cc3c(c(O)c12)C(=O)CC(C)(O)O3 (stereo not drawn)	.	4.3%
Nc1ccc(C(=O)c2cccs2)cn1	-11	-1.4%
O=C(Nc1ccc(-c2cn3ccsc3n2)cc1)C1CC1	7	-7.4%
Cc1nnc(SCC(=O)Nn2cnnc2)s1	.	1.3%
CC(C)Cc1nc(SCC(=O)Nc2nnc(CC(C)C)s2)n[nH]1	.	-1.8%
Cc1ccc(N2CC(O)=C(c3ccccc3)C2=N)cc1	8	-2.6%
O=[N+]([O-])c1ccccc1/C=N/n1c(C2CCCCC2)n[nH]c1=S	19	6.4%
CCOc1c(Cl)cc(CNCc2ccncc2)cc1OC	8	-0.1%
C/C(=C\COc1cc(=O)[nH]c2ccccc12)CCC(O)C(C)(C)O (stereo not drawn)	2	0.9%
COc1cc(CNc2nc3ccccc3n2C)cc(OC)c1OC	3	-1.8%
CC1(C)Cc2c(sc3c2c(=N)n(Cc2ccco2)c(=O)n3Cc2ccccc2)CO1	.	-1.0%
Cc1cccc(NS(=O)(=O)c2ccc(Oc3ccccc3)cc2)n1	6	4.4%
O=C1CN=C(Nc2ccccc2)N1Cc1cccs1	.	1.0%
O=S(=O)(NC1CCCCCCC1)c1cccs1	.	0.5%
Cc1nn(C2CCS(=O)(=O)C2)c(Cl)c1/C=C/C(=O)OCC(=O)Nc1ccccc1[N+](=O)[O-] (stereo not drawn)	.	-0.7%
Cc1cc(-c2cc(C(=O)NC3CCCC3)on2)nc(NCC2CC2)n1	7	0.1%
Cc1ccc(-c2nc3ccccc3[nH]2)s1	8	1.8%
CC1=CC(=C2C(=O)NC(=O)NC2=O)C=C(C(F)(F)F)N1Cc1ccccc1	-6	-0.1%
Cc1[nH]c(C)c(C(=O)O)c1CNC1CCCCC1C (stereo not drawn)	30	-0.4%
O=C(NCc1ccc(C(F)(F)F)cc1)C12CN(Cc3ccccc3)CC1C(c1cccc([N+](=O)[O-])c1)=NO2 (stereo not drawn)	-1	-0.5%
COC(=O)C1=C(N)OC2=C(C(=O)CC(C)(C)C2)C1c1cccs1 (stereo not drawn)	-4	1.9%
O=C(NC(Cc1c[nH]c2ccccc12)c1nnc2n1CCCCC2)c1ccccc1 (stereo not drawn)	-10	-1.5%
Cc1ccc(Cn2nnc3c(=O)[nH]c(C4CCN(S(=O)(=O)c5ccc(C)cc5)CC4)nc32)cc1	?	1.9%
CCOC(=O)C1=NN(c2cccc(C)c2)C2(S1)SC(C(C)=O)=C(C)N2c1ccccc1 (stereo not drawn)	81	5.4%
c1ccc(Cn2nnc3c(N4CCOCC4)ncnc32)cc1	.	1.0%
CCC(=O)Nc1cc(C(=O)OCc2ccc(C(=O)Oc3ccccc3)cc2)ccc1C	.	1.8%
CC(O)c1nc2ccccc2n1Cc1nnc(-c2ccc(Cl)cc2)o1 (stereo not drawn)	-8	1.2%
CC(=O)c1cc(CN2CCN(CCc3ccccc3)C(CCO)C2)cs1 (stereo not drawn)	-9	5.7%
CCCCC(CC)CNC(=O)CCS(=O)(=O)c1cccc2nonc12 (stereo not drawn)	0	.
Going on with the list:
SMILES	Mtb RmlCD inh	GlmU inhibition
CC(C)n1nc(C(=O)Oc2cccc(Cl)c2Cl)c2ccccc2c1=O	-2	-2.5%
COc1ccc(C(=O)NNC(=O)CN2CCC(n3nnc4cc(C(F)(F)F)ccc43)CC2)cc1	13	-2.8%
COc1ccc(NC(=O)c2c(N)no[n+]2[O-])c(OC)c1	9	-3.2%
Clc1ccc(OCCOCCN2CCCCC2)c(Br)c1	.	3.5%
O=C(NC(Cc1ccc(O)cc1)C(=O)O)c1ccco1 (stereo not drawn)	9	-2.5%
N#CCCS(=O)(=O)c1ccc(N)cc1	.	1.8%
COc1ccc(CCNCc2cccc(C(F)(F)F)c2)cc1OC	.	-2.0%
COc1cccc(Nc2nc(N)nc(-c3oc4ccccc4c3C)n2)c1	0	1.4%
CCc1nnc(NS(=O)(=O)c2ccc(NC(=O)COc3ccc4ccccc4c3)cc2)s1	-15	0.3%
Cc1[nH]c2ccccc2c1N=Nc1ccccc1F	-9	-5.0%
Cc1sc2ncn(-c3ccccc3)c(=O)c2c1C	-3	2.8%
Cc1ccc(S(=O)(=O)NNC(=O)c2cccs2)c(C)c1	2	-0.9%
CC(OC(=O)c1cc(Cl)ccc1[N+](=O)[O-])C(=O)NC(C)c1ccc(F)cc1 (stereo not drawn)	-5	1.4%
CCNC(=S)N1N=C2c3ccccc3CCC2C1c1ccc(F)cc1 (stereo not drawn)	4	-0.6%
Cn1c(CSCc2ccccc2Cl)nnc1SCC(=O)Nc1nccs1	12	-7.1%
COC(=O)C1=C(C)NC2=C(C(=O)C(C(=O)OC)C(c3ccc(OC)cc3)C2)C1c1ccccn1 (stereo not drawn)	2	1.0%
Cc1ccc(NC(=O)c2snc3c(=O)[nH]cnc23)cc1C	0	-0.6%
COc1ccc(Oc2coc3cc(OCC(=O)N4CCCCC4)ccc3c2=O)cc1	2	3.4%

Source: PubChem BioAssay
